Screening results (PubChem BioAssay)
NPSR antag – blocks cAMP signaling of the human neuropeptide S receptor | Q6W5P4 | CHO-NPSR cells, cAMP TR-FRET, antagonist mode | Potency, µM (doses to about 38.3 µM), inactives show top-dose activity change, negative = inhibition, actives largely listed as inhibitors | 220,000 tested, 1% active; note: potency is the fitted concentration of half-maximal effect; % is set by controls: 0 for no effect and ±100 for the full control effect; nearly all actives have a fitted effect of over 50% in size; many of its hits are not listed in these tables
L3MBTL1 inh – inhibitors of human L3MBTL1; Q9Y468; AlphaScreen L3MBTL1–H3K9me1 peptide binding; Potency, µM (series often up to 57.1 µM), for the others: at the highest dose activity, negative = inhibition, usual class: inhibitors; 230,000 tested, 0.66% active; AID 485360; note: potency is the fitted concentration of half-maximal effect; % is set by controls: 0 for no effect and ±100 for the full control effect; nearly all actives have a fitted effect of over 60% in size
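Read-out is AlphaScreen signal from streptavidin donor and nickel chelate acceptor beads (10 ug/mL final each) bridging L3MBTL1 (50 nM) and biotinylated K9-monomethylated H3(1-15) peptide (75 nM), after 30 min compound exposure at room temperature.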
HTT aggregate – mutant huntingtin aggregation inhibition | PC12 HttQ103-GFP aggregates, Acumen cytometry, 40 h | Potency, µM (series often up to 46.1 µM), without a hit: top-dose activity change, negative = inhibition, usual class: inhibitors | 220,000 tested, 1.1% active | AID 1688; note: potency is the fitted concentration of half-maximal effect; % is set by controls: 0 for no effect and ±100 for the full control effect; nearly all actives have a fitted effect of over 60% in size
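Huntingtin Q103 exon 1–GFP aggregates in induced PC12 cells (100 nM tebufenozide) were quantified by cytometry from lysates, with compounds dosed in titration.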
IMPase Li inh – membrane-permeable IMPase blocker, potentiated with lithium; 210,000 tested, 0.35% active; AID 1457; CHO-M1 cells, IP1 TR-FRET (IP-One), carbachol + lithium; Potency, µM (titrated, usually from 59.4 µM), for the others: top-dose activity, negative = IMPase inhibition, hits mostly inhibitors;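 note: IP1 builds up when IMPase is blocked and the TR-FRET signal falls; potency is the fitted concentration of half-maximal effect; plate controls were basal vehicle for no effect and high inhibitor control for full effect; nearly all actives have a fitted effect of over 50% in size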
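CHO-M1, 2000 cells/well, 16–30 h culture; cpd + low Li+, 30 min 37C; lysis with d2-IP1/Eu-anti-IP1 Ab, 10 min RT; TR-FRET 665/620 ratio and 620 channel; AC50 via Hill.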
KinaseGlo FLuc – counter-screen: inhibitors of Kinase-Glo firefly luciferase | Q27757 | Kinase-Glo luciferase, ATP luminescence, 8 min | Potency, µM (doses to about 38.3 µM), without a hit: at the highest dose activity change, negative = inhibition, hits mostly inhibitors | 200,000 tested, 0.28% active | AID 1379; note: potency is the fitted concentration of half-maximal effect; % is set by controls: 0 for no effect and ±100 for the full control effect; nearly all actives have a fitted effect of over 60% in size
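Compounds were added to a substrate mix at pH 7.2 (50 mM imidazole, 10 uM ATP, within the enzyme's linear range), followed by Kinase-Glo detection reagent; luminescence was measured after 8 minutes at ambient temperature.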
Epigenetic derep – epigenetic control regulation, reporter derepression. 280,000 tested, 0.2% active. Potency, µM (titrated, usually from 53.9 µM), without a hit: at the top dose GFP activation, usual class: activators. murine LDR cells, GFP reporter derepression, 30 h; note: potency is the fitted concentration of half-maximal effect; % of control where 0% means no effect; nearly all actives have a fitted effect of over 60% in size
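GFP-positive cell count by laser-scanning cytometry (objects 20–120 um) after 30 h, 37 C compound exposure of murine LDR cells; reporter is CMV-GFP integrated at a silenced locus, inducible by HDAC or DNMT inhibitors.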
CBFb RUNX1 block – blocks binding between human CBF-beta and RUNX1; AlphaScreen CBFb-His/RUNX1-biotin binding, biochemical; AID 1477; 230,000 tested, under 10 active; Q01196+Q13951; Potency, µM (series often up to 59.8 µM), without a hit: at the highest dose activity, negative = inhibition, most hits filed as inhibitors; note: % of control where 0% means no effect
Target sequence (Q01196 whole entry, looked up): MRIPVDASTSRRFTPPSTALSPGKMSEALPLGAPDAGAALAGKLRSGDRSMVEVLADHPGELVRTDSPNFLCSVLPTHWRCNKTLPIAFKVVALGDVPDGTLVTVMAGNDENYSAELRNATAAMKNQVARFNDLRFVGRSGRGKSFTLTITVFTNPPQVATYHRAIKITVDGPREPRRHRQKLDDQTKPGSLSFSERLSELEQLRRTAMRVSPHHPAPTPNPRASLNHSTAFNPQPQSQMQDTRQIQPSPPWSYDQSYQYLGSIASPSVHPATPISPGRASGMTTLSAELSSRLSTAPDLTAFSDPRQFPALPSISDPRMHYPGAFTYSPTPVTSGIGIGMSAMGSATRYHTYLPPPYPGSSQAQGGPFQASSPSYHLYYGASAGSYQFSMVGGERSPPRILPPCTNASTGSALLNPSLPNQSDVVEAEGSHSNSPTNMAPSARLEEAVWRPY
Target sequence (Q13951 whole entry, looked up): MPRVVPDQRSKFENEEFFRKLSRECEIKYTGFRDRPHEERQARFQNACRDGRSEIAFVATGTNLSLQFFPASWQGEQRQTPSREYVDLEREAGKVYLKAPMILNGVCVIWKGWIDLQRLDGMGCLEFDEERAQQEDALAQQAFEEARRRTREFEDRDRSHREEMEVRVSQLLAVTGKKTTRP
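Read-out: AlphaScreen. Format: His-CBF-beta with biotinylated RUNX1 (30 nM each) preincubated 20 min, compound 15 min, Ni-chelate plus streptavidin beads 90 min; room temperature throughout.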
Numbers without * were called inactive; u = inconclusive; x = not tested or not shown; & = joins results of further samples; [ ] = dose if it differs, or a comment. Calls come from the whole dose curve; as a rule, active = well fitted curve in the direction sought with a large enough effect; inconclusive = small, poorly fitted or top-dose-only effect, or another doubt; inactive = no such curve, though single readings can be large; an effect the other way counts as inactive or inconclusive.

SMILES	NPSR antag	L3MBTL1 inh	HTT aggregate	IMPase Li inh	KinaseGlo FLuc	Epigenetic derep	CBFb RUNX1 block
Cn1cccc1/C=C1\C(=O)NC(=O)N(CCC2=CCCCC2)C1=O	19%	-3%	9%	5%	1%	0.0%	u
O=P(/C(=N/O)N1CCCCC1)(N1CCOCC1)N1CCOCC1	3%[46.1 µM]	-2%	20%	-3%[38.3 µM]	0%	-0.3%	4%
CNCC/C=C\c1cccnc1	x	x	x	9%	-2%	-1.5%	4%[21.7 µM]
Cc1c2cnn(CC(=O)N3CCC4(CC3)OCCO4)c(=O)c2c(C)n1Cc1ccccc1F	-3%[46.1 µM]	x	-12%	26%[38.3 µM]	1%	0.0%	1%
Cc1ccc2nc3c(cc2c1)CC1(C(=O)N(C)C(=O)N(C)C1=O)C1COCCN31 (centres undefined)	-4%[46.1 µM]	-5%	8%	x	x	-0.4%	8%
O=c1[nH]c(=O)n(Cc2ccc(F)cc2)c(O)c1C=NCCN1CCCCC1	-11%[46.1 µM]	-2%	-12%	3%[38.3 µM]	-2%	1.9%	2%
COc1ccc(-n2c(O)c(C(C)=NCC3CCCO3)c(=O)[nH]c2=O)cc1 (centres undefined)	0%[7.67 µM]	2%	10%[9.22 µM]	x	x	-0.3%	-4%
COc1cccc(N2C(=O)NC(=O)/C(=C/c3ccc([N+](=O)[O-])s3)C2=O)c1	-16%	x	2%[9.22 µM]	x	x	0.2%	u
COc1ccc(C2C(C#N)=C(N)Oc3c2c(=O)oc2ccccc32)cc1Cn1cc([N+](=O)[O-])cn1 (centres undefined)	-20%[46.1 µM]	-12%	8%	-31%[38.3 µM]	-1%	4.7%	0%
COc1ccc(CNC(=O)/C=C/c2ccc3[nH]cc(CCN(C)C)c3c2)cc1	u	x	37%[9.22 µM]	6%	-3%	1.2%&0.0%	16%&9%
O=C(Cn1c(=O)n(CC2CS2)c2ccccc21)N1CCCCC1 (centres undefined)	0%	x	-3%	-6%	x	1.3%	-3%
CC(C)CCON=O	x	x	16%	-8%	x	x	-5%[21.7 µM]
COCCOC(=O)c1c(C)oc2ccc(OC(=O)N(C)C)cc12	9%[46.1 µM]	10%	-14%	-22%[38.3 µM]	-3%	0.0%	5%
O=C1/C(=C/c2ccccc2Cl)N2CCC1CC2	-1%	x	-4%[9.22 µM]	x	x	0.0%	-6%
CC1=CC(c2ccccc2)NC(=S)N1 (centres undefined)	18%	-3%	-1%	u	-1%	0.0%	5%
O=C1CCCN1c1ccc(S(=O)(=O)O)cc1 (tested in a mixture with another compound)	12%	12%	-3%	0%	1%	-0.9%	9%
COc1ccc(S(=O)(=O)Cc2ccc(C(=O)N3CCC4(CC3)OCCO4)o2)cc1	-5%[46.1 µM]	x	10%	-9%[38.3 µM]	0%	-6.4%	-1%
O=c1[nH]c(=O)n(Cc2ccccc2)c(O)c1C=Nc1ccc(CN2CCOCC2)cc1	-18%[46.1 µM]	32%[activator]	27%	x	x	-8.1%	-10%
N[C@@H](Cn1oc(=O)[nH]c1=O)C(=O)O	13%[46.1 µM]	x	x	8%&-28%&3%	-1%&-1%	u	-4%
O=c1[nH]c(=O)n(Cc2ccccc2)c(O)c1C=NCCN1CCNCC1	10%[46.1 µM]	-1%	-5%	23%[38.3 µM]	0%	-0.8%	0%
CCCCCCn1c(O)c(C=NC2CCN(Cc3ccccc3)CC2)c(=O)[nH]c1=O	-1%[46.1 µM]	x	u	36%[activator][38.3 µM]	-2%	4.3%	7%
CC(=O)[O][Hg][c]1ccccc1	x	x	1.6µM*	34%&30%[activator]	13µM*	4.0%	18%
Cn1c(O)c(C=Nc2ccc(Cl)cc2)c(=O)n(C)c1=O	2%[46.1 µM]	-3%	9%	-10%[38.3 µM]	-7%	4.1%	6%
Oc1ccc(CC2CC3CCN2CC3)cc1O (centres undefined)	-9%[46.1 µM]	-2%	13%	x	x	-0.9%	-3%
O=C(C1CCCN(c2nnc(-n3cccc3)s2)C1)N1CCC2(CC1)OCCO2 (centres undefined)	-8%[46.1 µM]	-3%	8%	-3%	2%	0.0%	10%
CC(=O)OC1N=C(c2ccccc2)c2cc(C)ccc2NC1=O (centres undefined)	-14%[46.1 µM]	-2%	-3%	-6%[38.3 µM]	1%	-0.1%	1%
C1=C(c2ccccc2)CCNC1	5%	12%	45%[9.22 µM]	x	x	0.0%	6%
COc1ccc(CC2C(=O)N(C)C(=O)N(C)C2=O)c(OC)c1	-3%[46.1 µM]	-8%	3%	0%	2%	0.0%	14%
C1CCC2S[C@H]3CCCCC3NC2C1 (some centres undefined)	13%	x	19%[9.22 µM]	x	x	0.9%	12%
O=C1NC(=O)N(c2ccc3c(c2)OCO3)C(=O)/C1=C/c1cccs1	-23%	x	u	2%	8%	22µM*	-24%
CN1CC(C(=O)c2ccc(Cl)cc2)C(c2ccccc2F)C1 (centres undefined)	-5%	-18%	1%[9.22 µM]	10%	1%	2.4%	3%
CC(=O)OC[C@]12C[C@H](OC(=O)CC(C)C)C(C)=C[C@H]1O[C@H]1[C@H](O)[C@@H](OC(C)=O)[C@@]2(C)[C@]12CO2	x	x	x	8%	-3%	-0.3%	-2%
CCOC(=O)/C(=N\Nc1ccccc1)N1CC1	15%	-2%	26%	6%	-3%	-1.3%	-3%
CCc1ccc(C2=NN(CCC(=O)N3CCC4(CC3)OCCO4)C(=O)CC2)cc1	4%	x	-10%	4%	-1%	-1.2%	-2%
CNCCCc1ccccc1	6%[46.1 µM]	-7%	-3%	-2%[38.3 µM]	1%	-0.3%	3%
COc1ccc(/C=C2/C(=O)NC(=O)N(c3ccccc3)C2=O)cc1CN1C(=O)c2ccccc2C1=O	9%	x	-20%[9.22 µM]	x	x	1.1%	9%
CCOP(=O)(OCC)OCC	x	3%	x	-5%	x	x	7%[21.7 µM]
COc1ccc(-n2c(O)c(C(C)=NCCc3c[nH]c4ccccc34)c(=O)[nH]c2=O)cc1	24%[7.67 µM]	-7%	-10%[9.22 µM]	x	x	-0.3%	3%
Cc1nc2ccccc2c(=O)n1-c1cccnc1	-5%[46.1 µM]	x	-19%	20%[38.3 µM]	-2%	6.1%	0%
Cc1ccccc1CN1CCN(c2ccc(Cl)cc2)CC1	-7%	13%	8%	9%	-3%	-1.1%	18%
CCC(=NC(C)c1ccccc1)c1c(O)[nH]c(=O)[nH]c1=O (centres undefined)	4%	x	-3%[9.22 µM]	x	x	1.0%	11%
COc1ccc(-n2c(O)c(C=NCCN(C)C)c(=O)[nH]c2=O)cc1	10%	7%	0%[9.22 µM]	x	x	-2.2%	5%
CCC(CO)(C(=O)OC1C[N+]2(C)CCC1CC2)c1ccccc1 (centres undefined)	17%	x	-33%	19%	10%	0.1%	7%
c1ccc(CCN2CCC(N3CCN(c4ccccc4)CC3)CC2)cc1	-9%[46.1 µM]	-4%	-2%	8%[38.3 µM]	-3%	0.2%	6%
C=C(C)CSc1nc2ncc(Cl)cc2[nH]1	-13%[46.1 µM]	x	u	9%[38.3 µM]	-2%	2.9%	2%
CC1=C(C(=O)Nc2ccccc2)SCCO1	4%[46.1 µM]	x	-5%	2%[38.3 µM]	-4%	-0.7%	4%
COc1ccc(C(=O)c2c(C)n(CCN3CCOCC3)c3cc(I)ccc23)cc1	x	x	x	32%[activator]	2%	0.4%	-4%[21.7 µM]
C[n+]1c(-c2ccccc2)cc(-c2ccc(O)cc2)cc1-c1ccccc1	-23%	-2%	u	15%	1%	0.4%	-1%
O=c1c2ccccc2nc(N2CCCC2)n1-c1ccccc1	-17%[46.1 µM]	x	-13%	-1%[38.3 µM]	-3%	0.0%	2%
CCC(C)n1c(O)c(C=NCc2cccnc2)c(=O)[nH]c1=S (centres undefined)	4%	6%	-26%[9.22 µM]	x	x	1.1%	0%
Next section.
SMILES	NPSR antag	L3MBTL1 inh	HTT aggregate	IMPase Li inh	KinaseGlo FLuc	Epigenetic derep	CBFb RUNX1 block
CN1CCN(S(=O)(=O)c2cnc(Cl)c(Br)c2)CC1	-1%	10%	17%	5%	4%	-1.9%	0%
CC(=O)N1CC(=O)Nc2ccc(Cl)cc2C1c1ccc(F)cc1 (centres undefined)	0%[46.1 µM]	-1%	-9%	5%[38.3 µM]	0%	0.7%	1%
Cc1nn(Cc2ccccc2)c(Cl)c1C(=O)NC1CCCc2ccccc21 (centres undefined)	-21%	1%	-2%	29%	0%	0.0%	-2%
CCC(=O)O[C@@H]1[C@@H](OC(C)=O)[C@@]2(O)C(C[C@H](O)C2(C)C)[C@](C)(O)[C@H]2CC[C@@H]3[C@@H](O)[C@]12C[C@@]3(C)O (some centres undefined)	-3%	6%	-2%	5%	-1%	0.2%	10%
CC1=NOC2(C)Nc3ncnn3C(c3ccccc3)C12 (centres undefined)	3%[46.1 µM]	x	5%	4%[38.3 µM]	-3%	4.6%	4%
Nc1cncc(C(=O)O)c1	-30%&15%	16%&52%	-2%[9.22 µM]	-3%	4%	8.0%&-7.6%	2%&-6%

Some of the compounds tested. The share of hits here may be higher or lower than overall.
